Compound activity as filed in PubChem.
Diaphorase act = compounds boosting diaphorase resazurin reduction – biochemical, uHTS, resorufin fluorescence, counter-screen for diaphorase-coupled primary assays, primary screen; Diaphorase/resazurin coupled assay, 16 min; hits give high values; 1 = vehicle wells, 0 = NADH-free wells; activation factor at 20 µM; 190,000 compounds, 0.005% hits;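 active means diaphorase activity raised at least twofold by the compound at 20 µM; inactive means activation factor below 2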
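Material: Clostridium kluyveri diaphorase, purified enzyme; Quantity: enzyme 0.07 U/mL final; Medium: HEPES pH 7.4 buffer with MgCl2 and Tween 20; Dosing: single compound dose of 20 µM, 1% DMSO final; Schedule: 16 min reaction at room temperature; Measured by: red resorufin fluorescence at 544/590 nm excitation/emission.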
Diaphorase inh = diaphorase inhibitors and chemical oxidizers, primary screen, counter-screen for diaphorase-coupled primary assays, biochemical, uHTS, resorufin fluorescence; diaphorase resazurin-to-resorufin fluorescence, NADH, 16 min; bacterial (C. kluyveri) enzyme, not human; inhibition, % at 20 µM; 190,000 compounds, 0.69% hits; AID 1217, 2008;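 active means primary screen inhibition at 20 µM above a set limit, cut at about 50% in these data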;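 further: plate controls were DMSO with full reaction for no effect and wells lacking NADH for full effect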
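controls = No-NADH positive control and DMSO neutral control | system = Clostridium kluyveri diaphorase enzyme | timing = reaction incubation of 16 min at room temperature | signal = resorufin fluorescence 544/590 nm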
APP transl inh = inhibitors of APP translation via 5'UTR reporter, primary screen, APP 5'UTR luciferase, SH-SY5Y cells | inhibition, % at 2 µM | 190,000 compounds, 0.82% hits | SH-SY5Y APP 5'UTR-luciferase reporter, luminescence;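 active means inhibition above a set limit, derived from the sample mean plus 3 SD, cut at about 45% in these data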; further: values of inactives mirror those of a sister screen read the other way
APP 5'UTR act = activators of APP 5'UTR luciferase reporter, primary screen, SH-SY5Y cells; SH-SY5Y APP 5'UTR luciferase reporter, luminescence; zero percent = DMSO vehicle wells; activation, % at 2 µM; 190,000 compounds, 1% hits; AID 1276, 2008;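 active means activation above a set limit, based on mean plus 3 SD of controls, cut at about 140% in these data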; further: values of inactives mirror those of a sister screen read the other way
TLR4 MyD88 comp = inhibitors of TLR4-MyD88 association in cells, primary screen, cell-based, HeLa CL3-4, BLA complementation, FRET ratio; Toll-like receptor 4 (Homo sapiens) + Myeloid differentiation primary response protein …; HeLa CL3-4 TLR4/MyD88 BLA complementation; inhibition, % at 8.4 µM; 200,000 compounds, 0.18% hits; AID 861, 2007; in the data active means inhibition above about 25%;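 further: 0% = vehicle and 100% = reference inhibitor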
FLuc inh counter = firefly luciferase enzyme inhibitors, primary screen, artefact control for luciferase-based inhibitor screens, biochemical, luminescence, ATPLite | 10 min | inhibition, % at 10 µM | 200,000 compounds, 1.5% hits | AID 1006, 2008;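 active means inhibition above about 50% when tested at 10 µM, limit read from the data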
Target sequence (P08659 whole entry, looked up): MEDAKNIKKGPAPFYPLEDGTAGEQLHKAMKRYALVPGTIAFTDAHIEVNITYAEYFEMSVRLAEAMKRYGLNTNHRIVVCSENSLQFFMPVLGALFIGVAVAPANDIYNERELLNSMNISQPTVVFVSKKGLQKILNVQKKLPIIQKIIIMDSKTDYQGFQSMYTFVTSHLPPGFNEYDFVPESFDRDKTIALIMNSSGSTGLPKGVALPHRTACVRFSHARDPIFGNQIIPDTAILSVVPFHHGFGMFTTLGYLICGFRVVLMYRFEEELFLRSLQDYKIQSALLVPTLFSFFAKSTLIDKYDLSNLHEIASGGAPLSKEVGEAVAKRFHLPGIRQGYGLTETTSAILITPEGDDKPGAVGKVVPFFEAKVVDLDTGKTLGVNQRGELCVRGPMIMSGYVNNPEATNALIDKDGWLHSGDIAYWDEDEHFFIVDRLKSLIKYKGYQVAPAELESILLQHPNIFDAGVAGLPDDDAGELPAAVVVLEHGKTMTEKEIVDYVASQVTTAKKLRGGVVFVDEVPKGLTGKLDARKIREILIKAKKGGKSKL
G6PDH counter = L. mesenteroides G6PDH inhibitors, counter-screen for G6PDH-coupled screening assays, biochemical, Leuconostoc mesenteroides enzyme. Purified L. mesenteroides G6PDH, diaphorase/resazurin coupled fluorescence, 45 min. 200,000 compounds, 0.12% hits. inhibition, % at 5 µM. AID 1020, 2008; in the data active means inhibition above about 50%
FLuc stim CS = FLuc activators, initial screening, artefact control for FLuc-dependent activation tests, biochemical, ATPlite luminescence. Luciferin 4-monooxygenase (Photinus pyralis), P08659. ATPlite luciferase biochemical, 10 min; 0 = ATP-free wells, 1 = DMSO control. activation factor at 10 µM. 200,000 tested, under 10 active;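 active means luciferase activation factor, scaled between plate controls, of at least 2 with compound at 10 µM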
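Material: luciferase plus luciferin reagent, cell-free. Medium: PBS buffer for ATP. Also added: ATP substrate, dispensed from a 10.24 µM working solution in PBS. Doses: test compounds dosed from 2 mM stocks in 100% DMSO. Incubation: 10 min post-reagent at room temperature. Technique: light output (luminescence). Read-out basis: luminescence gain marking luciferase activators.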
STAT1 act = STAT1 signaling activators, primary screen, cell-based, HTS, luciferase reporter. NIH 3T3 STAT1-luciferase reporter, IFN-gamma, luminescence; 100% = IFN-gamma alone, no compound. activation (% of control), % at 5.5 µM. 200,000 compounds, 2.6% hits;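 active means activation above the screen-wide mean activation plus 3 SD, cut at about 130% in these data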;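 further: raw ratio to IFN-gamma control signal so 100% means no change and 0% no light; values of inactives mirror those of a sister screen read the other way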
NF-kB expr up = activators of NF-kB expression in neurons, primary screen, cell-based, HTS | fold change at 12.5 µM | human neuronal cells, NF-kB reporter expression; hits give high values | 190,000 compounds, 1.6% hits | AID 1239, 2008; in the data active means fold change above about 3.3
* hit, by the source's call; . = not tested or not shown. An unsorted share of the library; any-hit rate near 5.6%.

SMILES	Diaphorase act	Diaphorase inh	APP transl inh	APP 5'UTR act	TLR4 MyD88 comp	FLuc inh counter	G6PDH counter	FLuc stim CS	STAT1 act	NF-kB expr up
CCOc1ccc(NC(=O)CN(C)CC(=O)NC2CCCc3ccccc32)cc1OCC (stereo unspecified)	1	-1	-7	7	-7	5	-2	0.9	87	0.89
CCN(CC)CCN(Cc1cc2ccc(C)c(C)c2[nH]c1=O)C(=S)NCc1ccco1	1	3	4	-4	3	-7	12	1.1	96	0.83
CCNC(=S)N1CCN(c2ccccn2)CC1	0.9	8	14	-14	-10	-5	31	1	93	1.1
COc1ccc(S(=O)(=O)N(C)CC(=O)N2CCC(C(N)=O)CC2)cc1Cl	0.9	11	6	17	1	-2	4	1	96	1.1
CC(C)(C)C1CCc2[nH]c3ccccc3c(=O)c2C1 (stereo unspecified)	0.8	18	-22	22	-1	43	4	0.6	114	1.7
O=C(NNC(=O)C1CCN(c2ncccn2)CC1)c1ccncc1	1	-2	11	-11	-3	-4	9	1	101	1.2
Cc1ccc(S(=O)(=O)NCCC(=O)Nc2ccc3c(c2)OCO3)cc1	0.9	10	-9	9	-6	-11	9	1.1	94	0.96
CCOc1ccc(NC(=O)c2cn(-c3ccc(OCC)cc3)c(=O)c3cc(OC)c(OC)cc23)cc1	0.8	25	3	-3	-3	-1	8	1	94	0.39
O=C(N/C(=C\c1ccc(Br)cc1)c1nc2ccccc2[nH]1)c1ccco1	0.9	12	2	-2	6	2	8	1	104	1.1
CCc1nn2c(N3CCOCC3)cc(C)nc2c1-c1ccc(F)cc1	0.9	11	-11	11	2	0	13	1	104	0.92
CC(O)CNCCOc1ccccc1OCc1ccccc1 (stereo unspecified)	0.9	6	8	-8	-10	-10	19	1.1	94	1.1
S=C(NCCc1ccccn1)Nc1ccc(Cl)cc1Cl	1.1	-7	-8	9	-11	-2	2	1	97	.
Cc1cccc(C(=O)NC2CCN(CC(=O)Nc3ccc4c(c3)OCO4)CC2)c1	0.9	7	7	-7	1	-2	18	1	90	1.1
COC(=O)C(C)Sc1nnc(SC(C)C(=O)OC)s1 (stereo unspecified)	1	2	4	-4	6	-1	2	1	102	1
Cc1cc(C)n(-c2ccc(C(=O)OCC(=O)Nc3ccc(S(=O)(=O)N4CCCCC4)cc3)cc2)n1	0.9	12	-11	11	6	0	3	1	104	1.1
COc1ccc(OC)c(N/C=C2/CCCCC2=O)c1	0.8	16	16	-16	10	3	-2	1	100	1.1
Cc1occc1C(=O)NNC(=O)c1ccc(F)cc1	0.8	16	6	-6	14	-4	-6	1	110	1.2
CCOC(=O)c1c(-c2ccc(C)cc2)csc1NC(=S)NC(=O)c1ccccc1	0.8	23	-8	8	-8	-4	-8	1	106	0.79
COc1cc(OC)c2c(C)cc(=O)oc2c1	1.3	-30	-6	6	12	-1	12	1	105	1.6
COc1cccc(C(=O)O/N=C(\C)c2cnccn2)c1	1	5	-25	25	11	65*	13	0.3	96	1.2

Full records as entered above:
COc1cccc(C(=O)O/N=C(\C)c2cnccn2)c1 is listed as Diaphorase act: 1; Diaphorase inh: 5; APP transl inh: -25; APP 5'UTR act: 25; TLR4 MyD88 comp: 11; FLuc inh counter: 65*; G6PDH counter: 13; FLuc stim CS: 0.3; STAT1 act: 96; NF-kB expr up: 1.2
CC(O)CNCCOc1ccccc1OCc1ccccc1 (stereo unspecified) is listed as Diaphorase act: 0.9; Diaphorase inh: 6; APP transl inh: 8; APP 5'UTR act: -8; TLR4 MyD88 comp: -10; FLuc inh counter: -10; G6PDH counter: 19; FLuc stim CS: 1.1; STAT1 act: 94; NF-kB expr up: 1.1

Going on with the list:
SMILES	Diaphorase act	Diaphorase inh	APP transl inh	APP 5'UTR act	TLR4 MyD88 comp	FLuc inh counter	G6PDH counter	FLuc stim CS	STAT1 act	NF-kB expr up
COC(=O)C(Cc1cnc[nH]1)NC(=O)C1CCC(=O)N1 (stereo unspecified)	0.9	10	4	-4	11	-4	-1	1	100	1.3
CS(=O)(=O)N(CC(=O)N1CCOCC1)c1cccc([N+](=O)[O-])c1	1	3	6	-6	4	-8	20	1.1	109	0.93
COc1ccc(NC(=O)c2ccco2)c(OC)c1	0.8	20	-26	26	-1	11	7	0.9	112	2.1
O=C1CC(c2ccc(S(=O)(=O)NCCOc3ccccc3)cc2)CN1 (stereo unspecified)	0.9	6	-2	2	-10	-6	-5	1.1	95	1.4
O=C(c1cc(-c2ccccc2)nc2ccccc12)N1CCc2ccccc2C1	0.8	20	-16	16	9	2	16	1	96	0.86
Fc1c(F)c(C(F)(F)F)c(F)c(F)c1N1CCN(c2ccc3nnc(C(F)(F)F)n3n2)CC1	0.8	17	-3	3	14	-6	8	1.1	102	1.3
Cc1ccc(C(=O)O)cc1NC(=S)NC(=O)c1ccc([N+](=O)[O-])cc1Cl	0.9	12	7	-7	12	1	2	1	101	1.2
O=C(c1cc2c([nH]c1=O)CCCC2)N1CCc2c([nH]c3ccccc23)C1c1ccccc1F (stereo unspecified)	0.7	35	-2	2	-5	-8	12	1.1	91	0.57
CCn1c2ccccc2c2cc(CN3CCN(C(=O)c4ccco4)CC3)ccc21	0.7	29	3	-3	-20	1	5	1	104	0.79
COCCCNC(=O)CN(Cc1ccc(Cl)cc1)S(C)(=O)=O	0.9	10	2	-2	5	-2	4	1	95	2
CCNC(=S)Nc1cccc(Cl)c1C	0.8	17	6	-6	2	-6	-9	1.1	103	1.2
Cc1cc(S(=O)(=O)N2CCC(NC(=O)C34CC5CC(CC(C5)C3)C4)CC2)ccc1-n1cnnn1	0.9	9	-14	14	-13	2	17	1	94	1
N/C(COc1ncn(-c2ccccc2)n1)=N\S(=O)(=O)c1ccccc1	1	5	-5	5	9	-7	-1	1.1	108	1.2
N#Cc1ccccc1NC(=O)CC1c2ccccc2Oc2ccccc21	0.9	11	-25	25	-7	-8	-4	1.1	98	1.2
CCOC(=O)C1=C(Cn2cnc3ccccc32)NC(=O)NC1c1ccc(Cl)cc1 (stereo unspecified)	0.9	9	22	-22	-1	-1	-7	1	89	0.79
COc1ccc(CNC(=O)CCSc2ccc(F)cc2)cc1OC	1	-4	-5	5	-9	-4	-1	1	97	1.1
CN(Cc1ccco1)C(=O)c1ccc(N2CCCC2=O)cc1	0.9	15	-6	6	-5	-8	7	1.1	104	1.4
C/C(=N\N=C(N)N)c1cccc(Cl)c1	0.9	6	-25	25	-1	-4	14	1	94	0.87
C[C@@H]1CN(CCCn2c3ccccc3c3ccccc32)C[C@H](C)N1	0.8	19	.	.	.	-6	7	1.1	.	.
CCN(CC)C(=O)CCc1nnc(Cc2cccc(C(F)(F)F)c2)o1	0.9	11	-113	113	2	-2	13	1	146*	3.3*

As a short view, some entries already given.
SMILES	Diaphorase act	Diaphorase inh	APP transl inh	APP 5'UTR act	TLR4 MyD88 comp	FLuc inh counter	G6PDH counter	FLuc stim CS	STAT1 act	NF-kB expr up
COc1ccc(NC(=O)c2ccco2)c(OC)c1	0.8	20	-26	26	-1	11	7	0.9	112	2.1
O=C1CC(c2ccc(S(=O)(=O)NCCOc3ccccc3)cc2)CN1 (stereo unspecified)	0.9	6	-2	2	-10	-6	-5	1.1	95	1.4
O=C(c1cc(-c2ccccc2)nc2ccccc12)N1CCc2ccccc2C1	0.8	20	-16	16	9	2	16	1	96	0.86
Fc1c(F)c(C(F)(F)F)c(F)c(F)c1N1CCN(c2ccc3nnc(C(F)(F)F)n3n2)CC1	0.8	17	-3	3	14	-6	8	1.1	102	1.3
Cc1ccc(C(=O)O)cc1NC(=S)NC(=O)c1ccc([N+](=O)[O-])cc1Cl	0.9	12	7	-7	12	1	2	1	101	1.2

Following part
SMILES	Diaphorase act	Diaphorase inh	APP transl inh	APP 5'UTR act	TLR4 MyD88 comp	FLuc inh counter	G6PDH counter	FLuc stim CS	STAT1 act	NF-kB expr up
Clc1ccc(-c2nnc3sc(Cc4cccs4)nn23)cc1	0.7	25	-26	56	-8	0	12	1	104	1.2
Cc1ccc(NC(=O)c2ccc(F)cc2)nc1	.	.	-77	77	5	32	5	0.7	132*	3.1
Nc1ncnc2c1ncn2[C@H]1C[C@H](O)[C@@H](COP(=O)(O)O)O1	1	3	11	-11	1	-7	3	1.1	100	1.1
CC(OC(=O)CNC(=O)c1ccc2c(c1)OCO2)C(=O)NCCC1=CCCCC1 (stereo unspecified)	0.9	12	-6	6	7	-3	-5	1	100	1
COc1ccc(-c2[nH]c(-c3ccc(F)cc3)nc2SCC(=O)NC2CCCC2)cc1	0.8	19	-7	7	7	-1	24	1	101	0.47
O=C(c1cccc(Cl)c1)N(Cc1cccs1)C1CCS(=O)(=O)C1 (stereo unspecified)	0.9	8	-7	7	-1	-13	13	1.1	94	1.1
O=C1N=C(N2CCCCC2)S/C1=C/C1=Cc2ccccc2OC1	0.9	11	-59	59	8	32	-8	0.7	115	0.97
Cc1nnc(SCC2=C(C(=O)O)N3C(=O)C(NC(=O)c4cc(F)c(F)cc4Cl)C3SC2)s1 (stereo unspecified)	1	1	8	-8	-3	-5	5	1	95	1.1
CCCN1Cc2cccc(C(=O)NCc3cccs3)c2C1=O	0.9	15	-6	6	1	-9	-12	1.1	94	1
Cc1cc(-n2nc(C)cc2C)nc(N)n1	0.9	14	-3	3	2	-1	-5	1	88	1.2
COC(=O)c1nn(-c2cccc(C)c2)c2nnc(Cc3ccc(C)cc3)c(=O)n12	0.9	9	4	-4	-2	-9	3	1.1	87	1.2
Cc1ccccc1-n1cnnc1SCC(=O)Nc1cccnc1Cl	1.2	-17	-5	5	-25	-5	2	1.1	95	0.96
CC(=O)NCCOc1nc(N(C)C)nc(N2CCOCC2)n1	0.9	12	-12	12	0	0	7	1	109	1.6
O=C(COC(=O)CCC1CCCC1)Nc1ccccc1OC(F)F	1.1	-7	-17	17	5	0	8	1	104	1.1
